RXFP1 ag: RXFP1 (human) receptor agonism. HEK293T-RXFP1 cAMP TR-FRET, 30 min; response scale: percent of porcine relaxin response, buffer zero. Potency, µM (series often up to 57.5 µM), for inactives: at the top dose activation, usual class: activators. 370,000 tested, 0.3% active. AID 2676; note: potency is the fitted concentration of half-maximal effect; % is set by controls: 0 for no effect and ±100 for the full control effect; nearly all actives have a fitted effect of over 60% in size; many of its hits are not listed in these tables
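HEK293 cells stably expressing RXFP1, treated 30 min at 37C with compounds plus PDE4 inhibitor Ro 20174; cAMP measured by HTRF TR-FRET. Normalized to buffer and 29 nM porcine relaxin; EC50 by Hill fit.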
D1 PAM: potentiators of human D1 dopamine receptor | 360,000 tested, 0.036% active | HEK293 TREx D1 cells, calcium flux, dopamine EC20 potentiation | P21728 | AID 504651 | potentiation, % at 10 µM; in the data active = potentiation above about 30%; note: 0% is about no effect
Target sequence (P21728 whole entry, looked up): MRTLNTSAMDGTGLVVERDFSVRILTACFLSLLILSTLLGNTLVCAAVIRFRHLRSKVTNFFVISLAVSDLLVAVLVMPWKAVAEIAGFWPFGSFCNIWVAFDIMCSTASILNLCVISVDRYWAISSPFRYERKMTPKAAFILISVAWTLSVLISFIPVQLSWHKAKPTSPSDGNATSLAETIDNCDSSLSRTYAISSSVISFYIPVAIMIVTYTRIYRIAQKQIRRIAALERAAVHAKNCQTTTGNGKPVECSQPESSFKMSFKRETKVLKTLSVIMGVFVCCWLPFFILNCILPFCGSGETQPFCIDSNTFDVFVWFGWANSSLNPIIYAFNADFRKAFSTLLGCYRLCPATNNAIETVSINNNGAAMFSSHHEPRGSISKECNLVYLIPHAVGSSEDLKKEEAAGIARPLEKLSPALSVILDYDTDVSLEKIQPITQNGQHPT
D2 potentiator: D2 dopamine receptor (human) potentiation; HEK293 T-REx D2, calcium flux, EC20 dopamine potentiation; potentiation, % at 10 µM; 340,000 tested, 0.34% active;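 active = potentiation over 3 SD above the plate norm, cut at about 30% in these data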; note: 0% is about no effect
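Potentiation of an EC20 dopamine calcium response is measured in a force-coupled, tetracycline-inducible Hek293 Trex D2 line. Compound-only kinetic reads over 180 s flag agonists before dopamine addition.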
RXFP1 antagonist: antagonists of human relaxin receptor RXFP1. HEK293-RXFP1, relaxin-stimulated cAMP HTRF, 30 min; active compounds read low. activity change, negative = inhibition, % at 57.5 µM. 350,000 tested, 0.59% active. AID 1259400;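 active = activity change of -60% or lower, but not beyond a set lower limit; inconclusive = change between -60% and -40%, or beyond the set limit; inactive = change above -40%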; note: % is set by controls: 0 for no effect and ±100 for the full control effect
Apoferritin bind: binds horse apoferritin like a general anesthetic; P02791; apoferritin/1-aminoanthracene competitive binding, fluorescence; Potency, µM (doses to about 77.5 µM), for inactives: at the top dose activity change, negative = displacement, most hits filed as inhibitors; 350,000 tested, 0.074% active; note: potency is the fitted concentration of half-maximal effect; % is set by controls: 0 for no effect and ±100 for the full control effect; nearly all actives have a fitted effect of over 20% in size
Target sequence (P02791 2-175 limits assumed): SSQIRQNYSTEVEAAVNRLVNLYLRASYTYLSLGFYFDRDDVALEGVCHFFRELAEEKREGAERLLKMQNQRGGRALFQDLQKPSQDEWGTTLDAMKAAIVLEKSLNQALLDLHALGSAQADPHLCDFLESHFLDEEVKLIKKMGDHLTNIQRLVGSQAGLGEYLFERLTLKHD
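Steps: apoferritin (10 uM) was premixed with half-saturated 1-AMA in PBS, compounds were pin-transferred, plates stood 10 min at room temperature, fluorescence was read at 380/535 nm, and curves were fitted with a Hill equation.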
TRHR enhancer: TRH receptor (human) allosteric enhancement; P34981; TRHR cells, fluo-8 calcium fluorescence, EC20 TRH enhancement; enhancement, % at 2 µM; 360,000 tested, 0.66% active; in the data active = enhancement above about 30%; note: 0% is about no effect
Target sequence (P34981 whole entry, looked up): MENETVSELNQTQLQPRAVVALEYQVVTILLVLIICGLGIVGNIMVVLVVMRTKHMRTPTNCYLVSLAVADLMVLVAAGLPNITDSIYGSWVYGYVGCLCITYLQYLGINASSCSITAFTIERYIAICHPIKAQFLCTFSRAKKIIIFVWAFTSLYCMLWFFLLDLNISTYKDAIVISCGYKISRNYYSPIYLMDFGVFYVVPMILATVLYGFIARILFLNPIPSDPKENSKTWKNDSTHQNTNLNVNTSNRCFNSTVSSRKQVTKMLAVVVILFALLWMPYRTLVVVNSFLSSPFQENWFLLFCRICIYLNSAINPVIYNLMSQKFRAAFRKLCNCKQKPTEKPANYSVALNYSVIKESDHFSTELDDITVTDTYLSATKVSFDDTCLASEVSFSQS
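Enhancer read-out: after compound pinning and an initial kinetic agonist-mode read, an EC20 of TRH (10 nM final) was injected and fluo-8 calcium signal (Ex 480/Em 530) followed at 1 s/cycle for 100 cycles in TRHR-expressing cells.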
D1 ag: agonists of human D1 dopamine receptor; HEK293 T-REx D1 cells, calcium flux, agonist mode; activation, % at 2 µM; 360,000 tested, 1% active; P21728; in the data active = activation above about 30%; note: 0% is about no effect
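Tetracycline-induced HEK293 TREx D1 cells, force-coupled to calcium signalling, were dye-loaded with a no-wash calcium kit. Compound was pin-added after a 10 s baseline. Fluorescence was read kinetically at 1 cycle/s for 180 s, with calcium rises flagged as agonism.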
D1 antag: antagonists of human D1 dopamine receptor; P21728; HEK293 TREx D1 cells, calcium flux, dopamine EC80; active compounds read low; activity change, negative = inhibition, % at 10 µM; 360,000 tested, 3.2% active; AID 504652; in the data active = activity change below about -30%; note: % is set by controls: 0 for no effect and ±100 for the full control effect
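Antagonism measured as reduced calcium response to an EC80 dopamine addition following 180 s compound pre-read; cells were inducible HEK293 Trex D1 plated overnight at 30 C, read kinetically at 1 cycle/sec.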
TRHR ag: TRH receptor (human) agonism | activation, % at 2 µM | TRHR cells, calcium flux fluo-8, FDSS agonist mode | 360,000 tested, 0.18% active | P34981; in the data active = activation above about 30%; note: 0% is about no effect
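Read-out: compound-evoked intracellular calcium rise in TRHR cells, fluo-8 dye, kinetic FDSS fluorescence at 1 s/cycle following a 10-cycle baseline. Cells cultured overnight before dye loading (30 min–1.5 h, RT).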
The depositor's hits bear a star; ? = inconclusive; · = no result given; [ ] = another dose, or the depositor's remark. Unless noted, calls come from the whole dose curve; as a rule, active = well fitted curve in the direction sought with a large enough effect; inconclusive = small, poorly fitted or top-dose-only effect, or another doubt; inactive = no such curve, though single readings can be large; an effect the other way counts as inactive or inconclusive. This is a subset; rates above refer to the full screens.

SMILES | RXFP1 ag | D1 PAM | D2 potentiator | RXFP1 antagonist | Apoferritin bind | TRHR enhancer | D1 ag | D1 antag | TRHR ag
Cc1cccc(CN2C(=O)c3ccccc3S(=O)(=O)c3ccc(C(=O)NCCC4=CCCCC4)cc32)c1 | -2.0% | -2 | 4 | · | -19% | 7 | 6 | 3 | 0.5
CC(C)C(=O)Nc1cccc(-c2cnc3ccccc3n2)c1 | 0.6% | -1 | -1 | -1 | -15% | 8 | 3 | -2 | -1.0
CCCc1nc([N+](=O)[O-])c(S(=O)(=O)c2ccccc2)n1CC(C)C | 1.6% | -10 | 5 | 11 | -8% | 1 | 0 | -12 | -1.2
CC(=O)Oc1ccc(C(=O)Nc2ccccc2C(=O)Nc2cccc(C(=O)O)c2)cc1 | 1.3% | -4 | -3 | 2 | 2% | -9 | 4 | -6 | 0.5
COc1cc(/C=C/C(=O)Nc2ccc(C)cc2)cc(OC)c1OC | 1.6% | -3 | -15 | -5 | 4% | -1 | 1 | -3 | -0.8
CC(=O)N(C)/C=C1\Sc2ccccc2C1=O | 0.0% | -3 | -4 | -4 | 2% | 9 | 2 | -15 | -0.1
COc1ccc(C2C3=C(CC(C)(C)CC3=O)N(CC(=O)O)C3=C2C(=O)CC(C)(C)C3)cc1OC | 3.1% | -3 | 5 | -2 | 1% | 4 | 3 | 9 | 0.0
Cc1nnc(N/N=C/c2cccc(C(F)(F)F)c2)n1N | 2.8% | -1 | -8 | 1 | 5% | -2 | 4 | 5 | -0.7
C=CCn1c(=N)n(CC(=O)c2ccc(Br)s2)c2ccccc21 | 2.0% | -4 | -15 | -11 | -14% | 1 | 29 | 2 | 0.3
C[C@@H]1CCC(=O)N(C[C@@H](C)CC#N)CC1 | 0.4% | -18 | -4 | · | -3% | -1 | 0 | -7 | 0.0
O=C1C2CC=CCC2C(=O)N1CC1CCCO1 (stereo not drawn) | 2.7% | -3 | 10 | -1 | -3% | 11 | 2 | 14 | 0.9
O=C(NCC1CCCO1)c1cccc(Oc2c(Cl)cccc2[N+](=O)[O-])c1 (stereo not drawn) | 5.5% | -6 | 10 | -5 | -23% | -2 | 7 | -6 | 0.1
S=c1[nH]cnc2scc(-c3ccc(Br)cc3)c12 | 26% | -2 | 5 | -20 | 5% | 6 | 0 | 18 | -1.1
O=C1CN(S(=O)(=O)c2c(F)cccc2F)CCN1S(=O)(=O)c1ccc2c(c1)OCCO2 | · | 4 | · | · | · | 5 | 0 | 2 | 0.1
Cc1ccccc1-c1nn(-c2ccc(F)cc2F)cc1CNCCN(C)C | -0.2% | -2 | · | -2 | -9% | 8 | 2 | 34 | 1.1
CC(C)(C)C(=O)OC/C(N)=N/OC(=O)c1ccc(Cl)c(Cl)c1 | 4.0% | 0 | 5 | -12 | -8% | -10 | 7 | 5 | -1.0
CCN(CCO)Cc1csc2c(Br)cccc12 | 2.2% | -12 | -20 | -17 | -18% | 4 | 5 | -19 | 0.7
CC1CCCN(S(=O)(=O)c2ccc(C(=O)Nc3nnc(C4CC4)o3)cc2)C1 (stereo not drawn) | 1.4% | -5 | -3 | -15 | -16% | -9 | 3 | -3 | -1.6
Cc1cc(O)c(C(C)C)cc1N=Cc1cc([N+](=O)[O-])ccc1O | -1.3% | -2 | 1 | -9 | 6% | 1 | 7 | 7 | 1.0
O=C(Nc1ccc(C2=NCCN2)cc1)c1ccc(C(=O)Nc2ccc(C3=NCCN3)cc2)c(Cl)c1 | 1.4% | -4 | -3 | -5 | 2% | -6 | 1 | 11 | 0.3
COc1cc(C(=O)Nc2cccc(S(=O)(=O)N3CCCC3)c2)c([N+](=O)[O-])cc1OC | 0.6% | -4 | · | -10 | · | 5 | 2 | -7 | -0.1
O=C(O)COc1ccc2occ(C(=O)c3ccccc3)c2c1 | 1.0% | -8 | 7 | -1 | -4% | -5 | 2 | -22 | -0.8
Cc1csc2ncnc(NCCc3ccccn3)c12 | 8.6% | -1 | -5 | -5 | -3% | 4 | 23 | -11 | 0.4
Cc1cccc(N(CC(=O)Nc2c(C)n(C)n(-c3ccccc3)c2=O)S(C)(=O)=O)c1C | -0.4% | -4 | -8 | 0 | 8% | -7 | -2 | · | 0.2
Cc1c(CC(=O)O)c(=O)oc2c(C)c3occ(-c4ccc(F)cc4)c3cc12 | 2.6% | 3 | 9 | -10 | 2% | 0 | 3 | -2 | -2.0
CCN(CC)C(=O)CSc1nc2ccccc2n1CC(=O)N1CCN(c2ccccc2OC)CC1 | -0.4% | -1 | -2 | 3 | -12% | 4 | 0 | 3 | -0.4
CC(=O)c1ccc(-n2ccnc2)cc1 | -1.3% | -1 | -8 | -1 | 28% | -3 | 4 | -19 | 0.7
COC(=O)c1ccc(N2CCC(c3cc(-c4ccc(OC)cc4)n[nH]3)CC2)c([N+](=O)[O-])c1 | -2.5% | -7 | -1 | 2 | -22% | -13 | 0 | -2 | 0.1
Cn1c(=O)c2c(-c3ccc(Cl)cc3)n(Cc3ccccc3)cc2n(C)c1=O | 4.7% | -3 | -8 | · | ? | -7 | 1 | -12 | -1.7
Cc1ccc(C(=O)N/N=C\c2ccc(-c3ccc([N+](=O)[O-])cc3)o2)cn1 | -1.7% | -5 | 7 | -3 | -5% | 1 | 4 | 9 | 1.9

3 entries out of the list, ordered by SMILES length, descending:
SMILES | RXFP1 ag | D1 PAM | D2 potentiator | RXFP1 antagonist | Apoferritin bind | TRHR enhancer | D1 ag | D1 antag | TRHR ag
COc1cc(C(=O)Nc2cccc(S(=O)(=O)N3CCCC3)c2)c([N+](=O)[O-])cc1OC | 0.6% | -4 | · | -10 | · | 5 | 2 | -7 | -0.1
CCN(CC)C(=O)CSc1nc2ccccc2n1CC(=O)N1CCN(c2ccccc2OC)CC1 | -0.4% | -1 | -2 | 3 | -12% | 4 | 0 | 3 | -0.4
CC(=O)c1ccc(-n2ccnc2)cc1 | -1.3% | -1 | -8 | -1 | 28% | -3 | 4 | -19 | 0.7

Next part
SMILES | RXFP1 ag | D1 PAM | D2 potentiator | RXFP1 antagonist | Apoferritin bind | TRHR enhancer | D1 ag | D1 antag | TRHR ag
COc1ccc(NC(=S)N2CCN(S(C)(=O)=O)CC2)cc1OC | -1.8% | 0 | 2 | 3 | -2% | 4 | 5 | 12 | 1.2
O=C(CN(c1ccccc1Cl)S(=O)(=O)c1ccccc1)NCc1ccccc1 | 0.7% | -5 | 6 | 18 | -3% | -6 | 6 | -5 | 1.0
Cc1c(CCC(=O)O)c(=O)oc2c(C)c3occ(-c4ccc(Cl)cc4)c3cc12 | 1.6% | 10 | 25 | 3 | -12% | 4 | 12 | -5 | -0.8
CC(=O)N1N=C(c2ccco2)CC1c1cc2cc(C)ccc2nc1Cl (stereo not drawn) | 2.0% | 4 | · | -7 | -5% | 1 | 1 | 4 | 0.8
Cc1cc(C)cc(N2C(=O)CSC23C(=O)N(CC(=O)Nc2ccc(F)cc2F)c2ccccc23)c1 (stereo not drawn) | -0.2% | -4 | -4 | · | -9% | -9 | 3 | -8 | 0.5
CN(C)S(=O)(=O)c1ccc(C(=O)OCC2COC(C)(C)O2)cc1 (stereo not drawn) | 0.2% | -7 | 1 | -7 | -12% | -3 | 4 | -4 | 0.8
Oc1ccc(Br)cc1/C=N/n1cnc2ccccc21 | 2.0% | -3 | -6 | -2 | -5% | 5 | 6 | -11 | 0.6
COc1ccc(NC(=O)CSc2nc3n[nH]c(C)c3c(=N)n2-c2ccc(Cl)c(C)c2)cc1OC | ? | 1 | 9 | 4 | -2% | 4 | 3 | 8 | 1.1
Cn1c(SCC(=O)Nc2ccc(N3CCOCC3)cc2)nnc1-c1ccccc1F | 0.1% | 5 | 13 | 4 | -10% | 11 | 2 | -9 | 0.1
CCCCC(=O)Nc1ccccc1C(=O)OCC(=O)c1ccc2c(c1)OCCO2 | -0.6% | 11 | -2 | 6 | -1% | -29 | 18 | 1 | 2.5
O=C(NCCOc1ccc(F)cc1)C1CCN(S(=O)(=O)c2ccccc2)CC1 | -0.2% | -3 | 0 | -3 | 1% | 7 | 8 | 1 | -0.3
Cc1ccc(S(=O)(=O)N(C)C)cc1NC(=O)C1CCC1 | -0.9% | -3 | -6 | -5 | -2% | -6 | 3 | 2 | 0.1
CN(C1CCCCC1)S(=O)(=O)c1ccc2c(c1)c(=O)c(C(=O)NCCc1ccc(Cl)cc1)cn2C | ? | 4 | 28 | -12 | -22% | -2 | 3 | 3 | 0.2
N#CC1=C(N)C2=CCCC[C@H]2[C@H](c2ccccc2)C1(C#N)C#N | 2.4% | 3 | -13 | 7 | 44%[activator] | 3 | 2 | -5 | -0.3
CC(Oc1cccc(Cl)c1)C(=O)Nc1cc(S(=O)(=O)N2CCOCC2)ccc1N1CCCC1 (stereo not drawn) | 1.1% | 0 | 5 | · | · | -6 | 2 | 0 | -0.2
COC(=O)c1ccc(NC(=S)NC2CC2)cc1 | -0.3% | -6 | 4 | 13 | -5% | 2 | 2 | 12 | 0.1
O=C(Nc1ccc(Cc2nc3ccccc3s2)cc1)c1ccncc1 | 1.4% | -4 | 10 | -5 | ? | 3 | 9 | 0 | 0.2
O=C1C=C(Nc2ccc(Cl)cc2)CC(c2ccccc2)C1 (stereo not drawn) | 1.8% | -2 | -15 | -9 | -8% | -2 | 4 | -14 | 0.0
Cc1cc(OCC(=O)NC(C)(C)C)ccc1Cl | 1.8% | -6 | 6 | 13 | -3% | -5 | 14 | -11 | -0.2
COc1ccc(/C=N/NC(=O)CCn2nc(C)cc2C)cc1 | 2.1% | 3 | -5 | -6 | 3% | 0 | 4 | -11 | -0.9
COc1ccc(-c2coc3cc(O)ccc3c2=O)cc1OC | 2.9% | -7 | 2 | -8 | 5% | 5 | 1 | -3 | 0.1
CCc1cccc(CN2CCC(CNC(=O)Nc3ccc(Cl)cc3)CC2)c1 | 0.1% | -7 | -17 | 4 | ? | 0 | 39* | -44* | 0.9
Cc1ccc(NC(=O)CC(NCC2CCCO2)C(=O)O)cc1C (stereo not drawn) | -0.2% | 5 | · | -16 | 0% | 7 | 2 | -2 | 0.4
Cc1ccc(-n2nc3c(c2NC(=O)c2ccco2)CS(=O)C3)cc1 (stereo not drawn) | 3.1% | 4 | 4 | -8 | -6% | 5 | 4 | -19 | -0.2
CSc1ccccc1NC(=O)C1CCCO1 (stereo not drawn) | -0.3% | -11 | -4 | 11 | -8% | -4 | 1 | -11 | 0.5
Cc1cc(N)ccc1N=Nc1c(C)n(C)n(-c2ccccc2)c1=O | -2.1% | -3 | -3 | · | -1% | -3 | -1 | -15 | -0.3
